From PubChem
Epigenetic derep = Quantitative High-Throughput Screen for Regulators of Epigenetic Control; murine LDR cells, GFP reporter derepression, 30 h; Potency, µM (doses to about 53.9 µM), without a hit: top-dose GFP activation, actives largely listed as activators; hit rate 0.2% among 280,000; note: % of control where 0% means no effect; nearly all actives have a fitted effect of over 60% in size
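Derepression of a silenced CMV-GFP reporter in murine LDR cells is scored by enumerating GFP-positive cells with a laser-scanning microplate cytometer after 30 hours of treatment at 37 C.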
GAA spleen mod = qHTS Assay for Inhibitors and Activators of Human alpha-Glucosidase From Spleen Homogenate; AID 2112, 2009; hit rate 0.006% among 240,000; Lysosomal alpha-glucosidase (Homo sapiens), P10253; human spleen homogenate, 4-MU-alpha-glucoside fluorescence; Potency, µM (top dose mostly 79.9 µM), without a hit: at the top dose activity change, negative = inhibition, most hits filed as inhibitors;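 note: 0% = enzyme with vehicle and -100% = no enzyme basal signal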
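Compounds were titrated against alpha-glucosidase in spleen homogenate at pH 5.0, with 1 mM 4-methylumbelliferyl substrate for 40 min at 37 C. Reactions were quenched with pH 10 NaOH/glycine and fluorescence measured.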
GAA inhib = qHTS Assay for Inhibitors of Human alpha-Glucosidase as a Potential Chaperone Treatment of Pompe Disease | Lysosomal alpha-glucosidase (Homo sapiens), P10253 | purified human GAA, 4-MU-alpha-glucoside fluorescence | Potency, µM (top dose mostly 76.9 µM), inactives show at the top dose activity change, negative = inhibition, usual class: inhibitors | hit rate 0.005% among 200,000 | AID 1466, 2008;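 note: plate controls were uninhibited enzyme wells for no effect and no-enzyme background for full effect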
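Fluorogenic assay: 4 nM human alpha-glucosidase with 400 uM 4-methylumbelliferyl-alpha-D-pyranoside in 50 mM citrate/phosphate, 0.005% Tween-20, pH 5.0, 20 min at room temperature. Compounds tested up to 77 uM; AC50 from Hill fits.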
Tau fluor cs = Counterscreen qHTS for Inhibitors of Tau Fibril Formation, Fluorescence Polarization. Potency, µM (series often up to 57.7 µM), inactives show at the highest dose activity change, negative = decrease. hit rate 0.93% among 280,000. tau K18 P301L Alexa594 fluorescence, heparin fibrillization. AID 1463, 2008; note: % is set by controls: 0 for no effect and ±100 for the full control effect; nearly all actives have a fitted effect of over 55% in size
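Human tau K18 P301L (15 uM unlabeled, 0.24 uM Alexa 594-labeled) in 100 mM sodium acetate pH 7 with 20 uM heparin, 6 hr at 37 C. ThT 30 uM added, 1 hr ambient; Alexa 594 FP and total fluorescence read at 555/632 nm.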
GLA spleen mod = qHTS Assay for Inhibitors and Activators of Human alpha-Galactosidase From Spleen Homogenate | hit rate 0.008% among 240,000 | AID 2107, 2009 | human spleen homogenate, 4MU-alpha-Gal fluorescence, 40 min | Alpha-galactosidase A (Homo sapiens), P06280 | Potency, µM (titrated, usually from 80 µM), for inactives: at the highest dose activity change, negative = inhibition, hits mostly inhibitors;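 note: 0% = enzyme with vehicle and -100% = no enzyme basal signal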
Target sequence (P06280 32-429 limits assumed): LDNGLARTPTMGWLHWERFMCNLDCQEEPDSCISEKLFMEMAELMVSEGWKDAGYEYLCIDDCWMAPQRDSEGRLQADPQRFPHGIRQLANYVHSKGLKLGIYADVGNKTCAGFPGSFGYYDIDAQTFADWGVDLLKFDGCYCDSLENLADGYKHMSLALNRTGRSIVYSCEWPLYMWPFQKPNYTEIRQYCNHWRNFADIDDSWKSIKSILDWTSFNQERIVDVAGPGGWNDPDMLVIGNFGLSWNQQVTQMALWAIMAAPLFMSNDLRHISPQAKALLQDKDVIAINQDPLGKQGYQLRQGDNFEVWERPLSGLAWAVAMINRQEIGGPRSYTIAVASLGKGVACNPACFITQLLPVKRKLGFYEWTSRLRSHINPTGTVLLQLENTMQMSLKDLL
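qHTS titration in buffer at pH 5.0. Alpha-galactosidase activity in spleen homogenate was measured via 4-methylumbelliferone release from 1 mM fluorogenic substrate after 40 min at 37C and a pH 10 stop. AC50 came from Hill fits of control-normalized data.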
GAA glycogen = qHTS Assay for Inhibitors and Activators of Human alpha-Glucosidase Cleavage of Glycogen | hit rate 0.38% among 300,000 | Potency, µM (highest dose often 76.4 µM), for inactives: top-dose activity change, negative = inhibition, actives largely listed as inhibitors | Lysosomal alpha-glucosidase (Homo sapiens), P10253 | AID 2100, 2009 | recombinant GAA, glycogen substrate, Amplex Red glucose oxidase fluorescence;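 note: 0% = full enzyme reaction and -100% = no-enzyme basal signal; the screen sought inhibitors and activators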
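Recombinant enzyme (4 nM final) with compounds titrated up to 77 uM and bovine liver glycogen (30 ug) in citrate pH 5.0, 0.01% Tween-20, 37 C 40 min. Released glucose detected by Amplex Red/glucose oxidase (Ex 573/Em 610); AC50 from Hill fits.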
ALDH1A1 block = qHTS Assay for Inhibitors of Aldehyde Dehydrogenase 1 (ALDH1A1). Aldehyde dehydrogenase 1A1 (Homo sapiens), P00352. Potency, µM (doses to about 75.3 µM), without a hit: top-dose activity, negative = inhibition, most hits filed as inhibitors. hit rate 7.3% among 220,000. Purified ALDH1A1, NADH fluorescence, propionaldehyde substrate. AID 1030, 2008; active = well fitted inhibition curve with a large enough effect, not every such curve was filed as active; inconclusive = small, poorly fitted or top-dose-only effect, or another doubt; inactive = no such curve, though single readings can be large or run the other way;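 note: plate controls were no enzyme wells and a reference inhibitor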
NPSR antagonist = qHTS Assay for Antagonists of the Neuropeptide S Receptor: cAMP Signal Transduction; Q6W5P4; CHO-NPSR cells, cAMP TR-FRET, antagonist mode; Potency, µM (titrated, usually from 38.3 µM), for the others: at the highest dose activity change, negative = inhibition, actives largely listed as inhibitors; hit rate 1% among 220,000; AID 1461, 2008; note: % is set by controls: 0 for no effect and ±100 for the full control effect; nearly all actives have a fitted effect of over 50% in size; many of its hits are not listed in these tables
Target sequence (Q6W5P4 whole entry, looked up): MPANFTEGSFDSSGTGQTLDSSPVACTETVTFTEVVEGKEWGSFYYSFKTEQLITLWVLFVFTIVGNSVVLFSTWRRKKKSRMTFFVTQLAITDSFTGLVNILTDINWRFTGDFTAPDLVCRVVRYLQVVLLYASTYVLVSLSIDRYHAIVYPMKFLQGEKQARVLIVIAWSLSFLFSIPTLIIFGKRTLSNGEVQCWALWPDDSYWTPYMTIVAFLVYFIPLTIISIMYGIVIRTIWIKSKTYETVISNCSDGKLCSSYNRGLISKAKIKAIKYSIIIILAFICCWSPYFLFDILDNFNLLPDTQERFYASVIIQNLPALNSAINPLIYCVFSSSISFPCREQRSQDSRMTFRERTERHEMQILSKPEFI
* marks the source's active call; other numbers are inactive results; [ ] = remark or other dose. Unless noted, calls come from the whole dose curve; as a rule, active = well fitted curve in the direction sought with a large enough effect; inconclusive = small, poorly fitted or top-dose-only effect, or another doubt; inactive = no such curve, though single readings can be large; an effect the other way counts as inactive or inconclusive. Potency is the fitted concentration of half-maximal effect. A portion of the library. The share of hits here may be higher or lower than overall.

How did CN(C)c1ccc(NC(=O)Cn2cc3c(n2)CCCC3)cc1 do in these assays?
Epigenetic derep: -1.0%; GAA spleen mod: -1%; GAA inhib: -5%; Tau fluor cs: -18%; GLA spleen mod: -4%; GAA glycogen: 8%; ALDH1A1 block: -4%; NPSR antagonist: -16%[46.1 µM]

How did Cc1ccc(/C=C2\SC(N3CCN(C(c4ccccc4)c4ccccc4)CC3)=NC2=O)o1 do in these assays?
Epigenetic derep: -1.9%; GAA spleen mod: 12%; GAA inhib: -11%; Tau fluor cs: 7%; GLA spleen mod: 7%; GAA glycogen: inconclusive; ALDH1A1 block: -6%; NPSR antagonist: inconclusive

What do the screens show for `CCS(=O)(=O)Nc1ccc(-c2nnc(SCC(=O)OC)o2)cc1`?
Epigenetic derep: -1.9%; GAA spleen mod: 0%; GAA inhib: -15%; Tau fluor cs: -5%; GLA spleen mod: 6%; GAA glycogen: 11%; ALDH1A1 block: 12%; NPSR antagonist: -7%[46.1 µM]

What do the screens show for `COc1ccc(Br)cc1C(=O)Nc1ccccc1-c1ccccc1`?
Epigenetic derep: -1.2%; GAA spleen mod: 3%; GAA inhib: -3%; Tau fluor cs: -12%; GLA spleen mod: 10%; GAA glycogen: -4%; ALDH1A1 block: 0%; NPSR antagonist: inconclusive

What do the screens show for `Cn1cnnc1SCC(=O)Nc1cccc(S(=O)(=O)N2CCOCC2)c1`?
Epigenetic derep: 0.0%; GAA spleen mod: -3%; GAA inhib: 1%; Tau fluor cs: -4%; GLA spleen mod: -3%; GAA glycogen: 4%; ALDH1A1 block: 6%; NPSR antagonist: 24%

How did CCN(CC)CCNC(=O)c1ccc2c(c1)ncn2C1CCCCC1 do in these assays?
Epigenetic derep: -2.5%; GAA spleen mod: -5%; GAA inhib: 7%; Tau fluor cs: -1%; GLA spleen mod: 10%; GAA glycogen: 7%; ALDH1A1 block: -7%; NPSR antagonist: 3%[46.1 µM]

How did COC(=O)c1ccc(NC(=O)Nc2ccc(F)cc2)cc1 do in these assays?
Epigenetic derep: 0.0%; GAA spleen mod: 7%; GAA inhib: 2%; Tau fluor cs: inconclusive; GLA spleen mod: 3%; GAA glycogen: 5%; ALDH1A1 block: 9%; NPSR antagonist: -17%[46.1 µM]

Results for COc1ccc(C)cc1NC(=S)N1CCN(S(C)(=O)=O)CC1 ?
Epigenetic derep: 0.0%; GAA spleen mod: -2%; GAA inhib: -9%; Tau fluor cs: 8%; GLA spleen mod: -6%; GAA glycogen: -1%; ALDH1A1 block: -8%; NPSR antagonist: 9%

Results for Cc1ccc(N2C(=O)[C@@H]3[C@H](C2=O)[C@H]2C=CC=NN2[C@@H]3C(=O)Nc2ccc(Cl)cc2)cc1 ?
Epigenetic derep: -1.9%; GAA spleen mod: -18%; GAA inhib: -7%; Tau fluor cs: -20%; GLA spleen mod: -1%; GAA glycogen: -17%; ALDH1A1 block: 7.9µM*; NPSR antagonist: -10%[46.1 µM]

Results for O=C(O)c1cnn(-c2ccccc2)c1C(F)(F)F ?
Epigenetic derep: 1.4%; GAA spleen mod: -7%; GAA inhib: -10%; Tau fluor cs: -14%; GLA spleen mod: 3%; GAA glycogen: -6%; ALDH1A1 block: 0%; NPSR antagonist: 18%

What do the screens show for `COc1cc(OC)c(C(=O)NCCCN2CCOCC2)cc1OC`?
Epigenetic derep: -0.1%; GAA spleen mod: 7%; GAA inhib: 12%; Tau fluor cs: -5%; GLA spleen mod: -3%; GAA glycogen: -2%; ALDH1A1 block: -2%; NPSR antagonist: 15%

How did Clc1ccc(-n2nnnc2CN2CCOCC2)cc1Cl do in these assays?
Epigenetic derep: 0.0%; GAA spleen mod: -5%; GAA inhib: 6%; Tau fluor cs: 5%; GLA spleen mod: 1%; GAA glycogen: 5%; ALDH1A1 block: -1%; NPSR antagonist: 17%

What do the screens show for `C#CCOCCOCCOCCNc1nc(N2CCN(C(=O)C(Cc3cc4ccccc4[nH]3)n3cc(C(N)C(C)CC)nn3)CC2)nc(N2CCN(C(=O)C(Cc3cc4ccccc4[nH]3)n3cc(C(N)C(C)CC)nn3)CC2)n1` (stereo unspecified)?
Epigenetic derep: -0.3%; GAA spleen mod: 2%; Tau fluor cs: -18%; GLA spleen mod: 6%; GAA glycogen: -16%; ALDH1A1 block: 2%; NPSR antagonist: 30%

How did O=C(O)c1ccc(N2C(=O)/C(=C/C=C/c3ccccc3)SC2=S)cc1 do in these assays?
Epigenetic derep: -1.6%; GAA spleen mod: 1%; GAA inhib: -4%; Tau fluor cs: -3%; GLA spleen mod: -8%; GAA glycogen: 22%; ALDH1A1 block: inconclusive; NPSR antagonist: -36%

How did COc1ccc(NS(=O)(=O)c2cc(C(=O)N3CCN(C(C)=O)CC3)ccc2Cl)cc1 do in these assays?
Epigenetic derep: -1.4%; GAA spleen mod: 0%; GAA inhib: 9%; Tau fluor cs: 2%; GLA spleen mod: -2%; GAA glycogen: -5%; ALDH1A1 block: -8%; NPSR antagonist: -3%

What do the screens show for `c1csc(-c2nnc(-c3ccc(N4CCOCC4)cc3)o2)c1`?
Epigenetic derep: -0.7%; GAA spleen mod: 3%; GAA inhib: 4%; Tau fluor cs: -15%; GLA spleen mod: 18%; GAA glycogen: 7%; ALDH1A1 block: inconclusive; NPSR antagonist: -13%[46.1 µM]

How did O=C(c1sccc1Cl)N1CCN(Cc2ccc3c(c2)OCO3)CC1 do in these assays?
Epigenetic derep: -1.4%; GAA spleen mod: 11%; GAA inhib: -7%[15.4 µM]; Tau fluor cs: -14%; GLA spleen mod: 9%; GAA glycogen: 6%; ALDH1A1 block: inconclusive; NPSR antagonist: 17%

What do the screens show for `Cc1ccn2cc(CCNS(=O)(=O)c3ccc([N+](=O)[O-])cc3)nc2c1`?
Epigenetic derep: 1.1%; GAA spleen mod: 0%; GLA spleen mod: 4%; GAA glycogen: -3%; NPSR antagonist: -8%

How did CCCCNC(=O)C1CCCNC1=O (stereo unspecified) do in these assays?
Epigenetic derep: -2.0%; GAA spleen mod: 1%; GAA inhib: -5%; Tau fluor cs: -11%; GLA spleen mod: 4%; GAA glycogen: 13%; ALDH1A1 block: 11%; NPSR antagonist: -12%[46.1 µM]

How did COc1ccc2c(C)cc(SCC(=O)Nc3nsc(-c4ccc(C)cc4)n3)nc2c1 do in these assays?
Epigenetic derep: -1.7%; GAA spleen mod: 1%; GAA inhib: inconclusive; Tau fluor cs: -14%; GLA spleen mod: 3%; GAA glycogen: 8%; ALDH1A1 block: -12%; NPSR antagonist: -16%

What do the screens show for `Cc1ccc(N2C(=O)c3ccc(C(=O)N4CCN(c5ccccc5F)CC4)cc3C2=O)cc1`?
Epigenetic derep: -1.0%; GAA spleen mod: -6%; GAA inhib: 1%; Tau fluor cs: -3%; GLA spleen mod: -3%; GAA glycogen: 13%; ALDH1A1 block: 1%; NPSR antagonist: -8%

Results for COc1ccc(N(C(=O)C2CCCCC2)S(=O)(=O)c2cccc3cccnc23)cc1 ?
Epigenetic derep: -12%; GAA spleen mod: -4%; GAA inhib: inconclusive; Tau fluor cs: -26%; GLA spleen mod: 0%; GAA glycogen: -23%; ALDH1A1 block: inconclusive; NPSR antagonist: 43%

What do the screens show for `CN1C(=O)CC(C(=O)O)SC1=Nc1cc(Cl)cc(Cl)c1` (stereo unspecified)?
Epigenetic derep: -0.9%; GAA spleen mod: -4%; GAA inhib: inconclusive; Tau fluor cs: 11%; GLA spleen mod: 6%; GAA glycogen: -3%; ALDH1A1 block: -2%; NPSR antagonist: 6%

What do the screens show for `Cc1onc2c(=O)n(-c3ccccc3)nc(-c3ccccc3)c12`?
Epigenetic derep: 0.1%; GAA spleen mod: 1%; Tau fluor cs: -11%; GLA spleen mod: 6%; GAA glycogen: 1%; NPSR antagonist: 16%

How did C#CC[N+](C)(C)C(C#Cc1ccccc1)CC=C (stereo unspecified) do in these assays?
Epigenetic derep: -1.1%; GAA spleen mod: -3%; GAA inhib: -4%; Tau fluor cs: 0%; GLA spleen mod: 0%; GAA glycogen: 1%; ALDH1A1 block: 8%; NPSR antagonist: 7%[46.1 µM]

How did Cc1cccc(C(=O)N[C@H](C(=O)Nc2nc3ccc(S(C)(=O)=O)cc3s2)C(C)C)c1 do in these assays?
Epigenetic derep: 0.1%[10.1 µM]; GAA spleen mod: -2%; GAA inhib: -1%; Tau fluor cs: 1%; GLA spleen mod: 9%; GAA glycogen: -6%; ALDH1A1 block: 16%; NPSR antagonist: -26%

How did O=[N+]([O-])c1ccccc1OCc1nc(-c2cccs2)no1 do in these assays?
Epigenetic derep: 3.4%; GAA spleen mod: 5%; GAA inhib: 0%; Tau fluor cs: -19%; GLA spleen mod: -1%; GAA glycogen: -10%; ALDH1A1 block: -12%; NPSR antagonist: 4%

What do the screens show for `OCC1(Cc2ccccc2)CCN(Cc2ccc(C(F)(F)F)cc2)CC1`?
Epigenetic derep: 6.1%; GAA spleen mod: -13%; GAA inhib: inconclusive; Tau fluor cs: -4%; GLA spleen mod: 1%; GAA glycogen: -9%; ALDH1A1 block: 3%; NPSR antagonist: 26%

How did O=C(c1cc2nc(-c3ccc(F)cc3)cc(C(F)(F)F)n2n1)N1CCCCC1c1cccnc1 (stereo unspecified) do in these assays?
Epigenetic derep: 3.2%; GAA inhib: -8%; Tau fluor cs: -8%; GLA spleen mod: -6%; GAA glycogen: -14%; ALDH1A1 block: 14µM*; NPSR antagonist: -44%
